# Compound activity as filed in PubChem BioAssay.
# Apoferritin bind: binds horse apoferritin like a general anesthetic; P02791; apoferritin/1-aminoanthracene competitive binding, fluorescence; Potency, µM (highest dose often 77.5 µM), for inactives: at the highest dose activity change, negative = displacement, usual class: inhibitors; actives 0.074% (n = 350,000); AID 485281; also: potency is read from the fitted curve at half-maximal effect; % is scaled to controls: 0 for no effect and ±100 for the full control effect; nearly all actives have a fitted effect of over 20% in size
#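 In PBS, apoferritin at 10 uM is loaded with 1-AMA from a 50% saturated solution. After 10 min of compound exposure at ambient temperature, reduced 535 nm fluorescence indicates probe displacement.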
# LDHA block: LDHA (human) enzyme inhibition; P00338; purified LDHA, NADH/diaphorase-resazurin fluorescence; stronger effect = lower value; activity change, % (values are at about 110 or 230 µM); actives 0.15% (n = 480,000); AID 1347041; in the data active = activity change below about -30%; inconclusive = mostly about -25% to -30%;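 also: plate controls were DMSO wells for no effect and wells without enzyme for full effect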
#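 Resorufin fluorescence (ex540/em590), read at 0 and 20 min after diaphorase/resazurin addition, reports the NADH left after a 5 min room-temperature reaction of 2 nM human LDH5 with 0.06 mM NADH and 0.2 mM pyruvate.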
# RGS4 inhibitor: inhibitors of human regulator of G protein signaling 4; P49798; Transcreener GDP fluorescence polarization, RGS4-accelerated GTP hydrolysis; Potency, µM (doses to about 114 µM), for inactives: at the highest dose activity change, negative = inhibition, hits mostly inhibitors; actives 0.039% (n = 390,000); also: potency is read from the fitted curve at half-maximal effect; % is scaled to controls: 0 for no effect and ±100 for the full control effect; nearly all actives have a fitted effect of over 75% in size; some results filed as inactive show a strong effect at the top dose
#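 MLSMR compounds (23 nl, pin-transferred) preincubated 10 min at room temperature with a 500nM (2x) first reagent, then RGS4 at 900nM (2x) plus Transcreener GDP mix added; fluorescence polarization (620/688 nm) read before and after 90 min at 30 °C.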
# Pol eta inh: inhibitors of human DNA polymerase eta. recombinant Pol eta, fluorescent DNA replication assay. Potency, µM (top dose mostly 114 µM), without a hit: at the top dose activity change, negative = inhibition, hits mostly inhibitors. actives 1.2% (n = 390,000). AID 588591; also: potency is read from the fitted curve at half-maximal effect; % is scaled to controls: 0 for no effect and ±100 for the full control effect
#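 Pol eta (10 nM) was preincubated with compounds for 15 min at room temperature, after which fluorescent replication substrate (50 nM final) was added to start the reaction. Fluorescence was read kinetically at 0 and 10 min.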
# APE1 inh: blocks human APE1 abasic DNA cleavage | Potency, µM (doses to about 65.8 µM), inactives show at the highest dose activity change, negative = inhibition, hits mostly inhibitors | AID 2517 | P27695 | recombinant APE1, TAMRA/BHQ-2 abasic DNA cleavage fluorescence | actives 0.35% (n = 350,000);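 also: potency is read from the fitted curve at half-maximal effect; plate controls were vehicle for no effect and reference inhibitor for full effect; nearly all actives have a fitted effect of over 55% in size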
# Target sequence (P27695 whole entry, looked up): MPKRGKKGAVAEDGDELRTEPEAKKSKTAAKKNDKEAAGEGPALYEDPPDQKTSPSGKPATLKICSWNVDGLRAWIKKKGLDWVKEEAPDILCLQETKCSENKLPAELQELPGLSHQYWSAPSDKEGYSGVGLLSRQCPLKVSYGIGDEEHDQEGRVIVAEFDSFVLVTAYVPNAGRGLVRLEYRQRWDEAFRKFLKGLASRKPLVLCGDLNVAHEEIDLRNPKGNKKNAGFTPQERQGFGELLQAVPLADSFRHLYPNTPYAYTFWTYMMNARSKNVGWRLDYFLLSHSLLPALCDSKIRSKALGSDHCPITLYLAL
#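 Readout is kinetic fluorescence (ex 525, em 598 nm) from cleavage of 50 nM TAMRA/BHQ-2 THF abasic duplex by 0.75 nM APE1, compound added 15 min beforehand at RT.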
# POLK inh: DNA polymerase kappa (human) inhibition | Q9UBT6 | purified Pol kappa, fluorescent DNA synthesis assay, 10 min | Potency, µM (highest dose often 107 µM), inactives show at the highest dose activity, negative = inhibition, actives largely listed as inhibitors | actives 0.53% (n = 400,000) | AID 588579; also: potency is read from the fitted curve at half-maximal effect; % is scaled to controls: 0 for no effect and ±100 for the full control effect
#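 Inhibition of 10 nM Pol kappa is measured by a fluorescent read-out at 0 and 10 min following addition of 50 nM substrate (final), with a 15-min room-temperature compound preincubation.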
# Pol beta inh: blocks human DNA polymerase beta activity; Pol beta primer extension/strand displacement, fluorescence kinetic; Potency, µM (top dose mostly 114 µM), for the others: at the top dose activity change, negative = inhibition, most hits filed as inhibitors; actives 1.3% (n = 340,000); AID 485314; P06746; also: potency is read from the fitted curve at half-maximal effect; % is scaled to controls: 0 for no effect and ±100 for the full control effect
#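 Pol beta (10 nM) and compounds were preincubated 15 min at room temperature, then 50 nM substrate (final) started primer extension/strand displacement. Reads were taken at 0 and 10 min; concentration-response data were fitted to a four-parameter Hill equation.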
# ERG Ets-DNA blk: inhibitors of human ERG Ets domain-DNA interaction. actives 0.028% (n = 370,000). fluorescence polarization, His-ERG Ets domain / labelled DNA. Potency, µM (doses to about 76.9 µM), for inactives: at the top dose FP activity, negative = inhibition, actives largely listed as inhibitors. AID 624246; active = well fitted inhibition curve with a large enough effect in the polarisation, with a control signal flat; inconclusive = small, poorly fitted or top-dose-only effect, or effect the other way, or a change in a side signal; inactive = no such curve, though single readings can be large or run the other way; the % refers to the polarisation;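 also: polarization taken with two DNA probes labelled with fluorescein and Texas red; potency is read from the fitted curve at half-maximal effect; % of control where 0% means no effect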
# Target sequence (P11308 whole entry, looked up, the tested form may be a part): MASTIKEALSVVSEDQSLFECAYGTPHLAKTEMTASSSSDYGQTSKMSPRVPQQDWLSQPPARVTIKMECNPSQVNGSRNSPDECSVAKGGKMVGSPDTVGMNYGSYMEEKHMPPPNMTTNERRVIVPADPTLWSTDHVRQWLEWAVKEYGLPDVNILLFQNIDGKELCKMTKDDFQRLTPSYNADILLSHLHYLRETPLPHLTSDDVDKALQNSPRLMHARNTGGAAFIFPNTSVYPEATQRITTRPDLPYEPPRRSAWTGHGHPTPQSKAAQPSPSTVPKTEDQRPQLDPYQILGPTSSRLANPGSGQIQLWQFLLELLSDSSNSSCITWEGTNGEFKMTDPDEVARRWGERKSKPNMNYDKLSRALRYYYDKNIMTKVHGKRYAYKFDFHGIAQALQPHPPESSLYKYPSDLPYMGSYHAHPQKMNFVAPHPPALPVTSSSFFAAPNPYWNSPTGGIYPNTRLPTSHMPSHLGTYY
#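 His-tagged ERG Ets domain (1 uM in the protein solution; 300mM KCl, 50mM Tris-HCl, 1mM EDTA, 1mM DTT, pH 7.5) received compound, then a probe mix of 5 nM fluorescein-DNA and 100nM Texas-615-DNA. Fluorescence polarization was read for both dyes.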
# 12-LOX inh: blocks human arachidonate 12S-lipoxygenase | actives 1.1% (n = 580,000) | purified 12hLO, xylenol orange hydroperoxide absorbance | Potency, µM (titrated, usually from 108 µM), for inactives: at the top dose activity change, negative = inhibition, hits mostly inhibitors | AID 1671190; also: potency is read from the fitted curve at half-maximal effect; % is scaled to controls: 0 for no effect and ±100 for the full control effect
#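 Purified human 12hLO (150 nM final) in 25 mM Hepes, 0.01% Triton X-100, pH 7.0 was preincubated 15 min at room temperature with compound. Then 40 uM arachidonic acid was added, 30 min. Hydroperoxide was read by Fe-XO absorbance ratio 573/405 nm.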
# An asterisk follows results filed as active; ? = inconclusive; / = not tested or not shown; [ ] = another dose, or the depositor's remark. Unless noted, calls follow the shape of the dose curve; as a rule, active = well fitted curve in the direction sought with a large enough effect; inconclusive = small, poorly fitted or top-dose-only effect, or another doubt; inactive = no such curve, though single readings can be large; an effect the other way counts as inactive or inconclusive.
# Screens in order – Apoferritin bind, LDHA block, RGS4 inhibitor, Pol eta inh, APE1 inh, POLK inh, Pol beta inh, ERG Ets-DNA blk, 12-LOX inh
CCOc1ccc(NC(=O)CSc2ncn[nH]2)c([N+](=O)[O-])c1
    -4%, -2, 7%, -14%, 3%, -1%, 13%, -6%, 5%
COC(=O)CNC(=O)CSc1ccccn1
    -6%, -6, -1%, -11%, -3%, -11%, -24%, -5%, ?
CCOc1ccc2c(c1)OC(c1ccc(OC)cc1)(C(F)(F)F)NC2=O (stereo not given)
    -24%, -2, 5%, -20%, 1%, -10%, ?, 6%, -15%
O=C(CN1C2CCCC1CC(NC(=O)c1ccccc1)C2)NC1CC1 (stereo not given)
    -4%, 0, -7%, 4%, 7%, 3%, -19%, -6%, 0%
Cc1noc(C)c1COc1cccc(C(=O)OCC(=O)N2CC(=O)Nc3ccccc32)c1
    -21%, -3, -21%, -18%, -3%, 1%, 8%, 0%, -14%
C[C@H](NC(=O)[C@H](Cc1ccccc1)NC(=O)c1cc2cc(Cl)ccc2n1C)C(=O)O
    -1%, -5, 15%, 1%, 30%, -22%, -2%, 3%, ?
CSCCC(NC(=O)c1ccccc1Br)C(=O)NCc1ccc(F)cc1 (stereo not given)
    -15%, -6, -7%, -19%, 1%, -4%, 17%, -2%, 0%
CC1CC(C)CN(CCCNC(=O)CCNC(=O)Cn2ccc3ccccc3c2=O)C1 (stereo not given)
    0%, 0, -22%, -12%, 7%, -5%, 9%, 3%, 0%
COCCCNC(=O)c1ccc2c(=O)n(C3CCCC3)c(=S)[nH]c2c1
    -12%, -7, -26%, 1%, -1%, -3%, 9%, 0%, -14%
O=C(CCn1nnc2ccccc21)Nc1nnc(Cc2ccc(F)cc2)s1
    ?, -14, 39%, 12%, 5%, -2%, ?, -7%, -29%
COc1cc2c(C(=O)N(C)c3cccc(C(F)(F)F)c3)cn(CC(C)C)c(=O)c2cc1OC
    ?, -2, -11%, -6%, /, 7%, 9%, -1%, -18%
Cc1cc(-c2ccccc2)[nH]c(=O)c1C#N
    -4%, -3, -12%, -15%, 2%, -2%, 29%, 7%, -37%
CC1=CCC(C(=O)O)(C(=O)N/N=C/c2cccs2)C(c2ccc(Cl)cc2)C1 (stereo not given)
    -22%, 3, 13%, -21%, -6%, -10%, ?, -2%, -5%
CCOC(=O)CN1C(=O)N[C@@H](c2cccc(C(F)(F)F)c2)C(C(C)=O)=C1C
    /, -1, 10%, -19%, -2%[12.4 µM], -22%, /, 0%, /
COc1cc(=O)[nH]c(SC(C)C(=O)Nc2cccc3ccccc23)n1 (stereo not given)
    -5%, 4, -12%, -15%, 35%[activator], -4%, 1%, 0%, 0%
O=C(NCCc1ccccc1)c1cc2sccc2n1Cc1ccccc1
    0%, -1, ?, -6%, -3%, -7%, -29%, 7%, -15%
O=S(=O)(Nc1ccccc1)c1ccc(-c2cnc(C3CC3)o2)cc1
    -14%, 0, -54%, -13%, 17%, 8%, 5%, -5%, -5%
CC1(C)Cc2c(C#N)c(N3CCN(C(=O)c4ccccc4)CC3)nc(-c3ccco3)c2CS1
    ?, 3, -29%, 32µM*, 3%, -22%, 28µM*, -5%, -37%
Cn1c(=O)c2[nH]c(C3CC=CCC3)nc2n(C)c1=O (stereo not given)
    /, 1, -40%, -6%, /, -17%, /, /, -6%
O=C(O)c1ccc(NC2(C(=O)O)CCCC2)cc1
    /, 6, -21%, -7%, /, -4%, /, 8%, 14µM*
O=C(CNC(=O)c1ccccc1)N/N=C/c1ccccc1Cl
    ?, -8, -13%, 1%, -1%, -9%, 5%, 6%, -17%
O=C(O)CSc1cccc2cccc(C(=O)O)c12
    -2%, 1, 18%, -14%, 2%, -31%, -9%, 0%, 26%[57.4 µM]
CC1CCCC(NC(=O)c2nn(C)c3c2CS(=O)(=O)c2ccccc2-3)C1C (stereo not given)
    -14%, 0, 7%, -18%, -22%, 6%, 13%, -10%, 27%
COc1ccc(Cl)cc1S(=O)(=O)n1c([N+](=O)[O-])cnc1C
    -1%, -3, -4%, -15%, 28%, 2%, -2%, 11%, ?
CCc1ccc2nc(N(CCN(CC)CC)C(=O)c3cccs3)sc2c1
    -5%, 1, 6%, -4%, /, 2%, 8%, 0%, ?
O=C(Nc1ccc(S(=O)(=O)NC2=NCCCCC2)cc1)c1ccc(=O)[nH]c1
    -11%, 0, -22%, -8%, 2%, 15%, 2%, -13%, -9%
COc1cc2c(cc1OC)CN(CCOc1ccc(Br)cc1)CC2
    -3%, -2, 1%, -14%, 3%, 5%, 23%, -1%, ?
FC(F)(F)c1cccc(NC(=S)Nc2cccc(Cl)c2)c1
    -17%, -4, -11%, -6%, 1%, 1%, 3%, -1%, ?
Cc1ccccc1OCC(=O)NCC(c1ccco1)N1CCCCC1 (stereo not given)
    -9%, -3, 29%, -10%, 3%, -6%, 11%, 6%, 34%
CC(=O)Nc1ccc(NC(=O)CNC(=O)c2sc3ccccc3c2Cl)cc1
    /, -13, 11%, -12%, 4%, 2%, /, 13%, -20%
O=C(/C=C/c1cccc(F)c1)NNC(=O)c1ccncc1
    /, 0, -31%, -10%, -9%, -19%, /, -3%, 26%
Cc1nc(SCC(=O)Nc2cc(C)on2)c2c(C)c(C)sc2n1
    -6%, 0, 12%, 0%, -2%, -2%, -1%, /, 4%
CC(C)(C)C(=O)Nc1ccc(S(=O)(=O)NC2=NCCCCC2)cc1
    /, -8, 3%, 1%, -20%, -1%, /, 3%, ?
CN(C)S(=O)(=O)c1ccc(C(=O)NCCSc2c(-c3ccc(Br)cc3)[nH]c3ccccc23)cc1
    -7%, -5, 10%, -20%, /, 10%, 13%, -2%, 6%
O=C(Nc1nc(-c2ccccn2)cs1)C12CC3CC(CC(O)(C3)C1)C2
    -11%, 5, -46%, -3%, 1%, -1%, 1%, 1%, -14%
Cc1ccc(N2CC(C)Cn3c2nc2c3c(=O)n(Cc3cccc(Cl)c3)c(=O)n2C)cc1 (stereo not given)
    -1%, -1, -15%, 3%, /, 8%, 17%, -1%, 0%
CC(C)CN(C(=O)COC(=O)c1ccc([N+](=O)[O-])o1)C1CCS(=O)(=O)C1 (stereo not given)
    -13%, -2, 24%, -8%, 1%, -5%, 3%, -3%, -16%
CN1C(=O)Cc2cc(S(=O)(=O)Nc3ccc(N4CCOCC4)cc3)ccc21
    7%, 6, -3%, -15%, 11%, -3%, 8%, 13%, -14%
CCn1c(=O)c2sccc2n(CC(=O)NC2CCCC2)c1=O
    -11%, -1, -18%, -20%, 17%, 6%, 16%, 11%, 0%
Cc1cccc2cc(C3CC(c4cccs4)=NN3S(C)(=O)=O)c(Cl)nc12 (stereo not given)
    -7%, 0, 23%, -18%, -5%, -4%, -1%, -21%, 5%
Cc1ccc2sc(NC(=O)c3ccc(N4C(=O)CCC4=O)cc3)nc2c1C
    -5%, 1, 14%, -12%, ?, -2%, -2%, -1%, 12%
Cc1ccc(Sc2c(C)nn(-c3ccccc3)c2OC(=O)C(C)(C)C)cc1
    -5%, 4, ?, -26%, /, -9%, -9%, -6%, ?

# An excerpt; rates above refer to the full screens.
